EPAC1 antagonist – blocks human EPAC1 exchange factor; 360,000 tested, 0.14% active; EPAC1 GEF assay, Rap1b-BODIPY-GDP exchange fluorescence; Potency, µM (titrated, usually from 115 µM), for the others: top-dose activity change, negative = inhibition, usual class: inhibitors; AID 720709;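 also: potency is read from the fitted curve at half-maximal effect; plate controls were vehicle for no effect and positive control for full effect; nearly all actives have a fitted effect of over 50% in size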
Target sequence (O95398 whole entry, looked up): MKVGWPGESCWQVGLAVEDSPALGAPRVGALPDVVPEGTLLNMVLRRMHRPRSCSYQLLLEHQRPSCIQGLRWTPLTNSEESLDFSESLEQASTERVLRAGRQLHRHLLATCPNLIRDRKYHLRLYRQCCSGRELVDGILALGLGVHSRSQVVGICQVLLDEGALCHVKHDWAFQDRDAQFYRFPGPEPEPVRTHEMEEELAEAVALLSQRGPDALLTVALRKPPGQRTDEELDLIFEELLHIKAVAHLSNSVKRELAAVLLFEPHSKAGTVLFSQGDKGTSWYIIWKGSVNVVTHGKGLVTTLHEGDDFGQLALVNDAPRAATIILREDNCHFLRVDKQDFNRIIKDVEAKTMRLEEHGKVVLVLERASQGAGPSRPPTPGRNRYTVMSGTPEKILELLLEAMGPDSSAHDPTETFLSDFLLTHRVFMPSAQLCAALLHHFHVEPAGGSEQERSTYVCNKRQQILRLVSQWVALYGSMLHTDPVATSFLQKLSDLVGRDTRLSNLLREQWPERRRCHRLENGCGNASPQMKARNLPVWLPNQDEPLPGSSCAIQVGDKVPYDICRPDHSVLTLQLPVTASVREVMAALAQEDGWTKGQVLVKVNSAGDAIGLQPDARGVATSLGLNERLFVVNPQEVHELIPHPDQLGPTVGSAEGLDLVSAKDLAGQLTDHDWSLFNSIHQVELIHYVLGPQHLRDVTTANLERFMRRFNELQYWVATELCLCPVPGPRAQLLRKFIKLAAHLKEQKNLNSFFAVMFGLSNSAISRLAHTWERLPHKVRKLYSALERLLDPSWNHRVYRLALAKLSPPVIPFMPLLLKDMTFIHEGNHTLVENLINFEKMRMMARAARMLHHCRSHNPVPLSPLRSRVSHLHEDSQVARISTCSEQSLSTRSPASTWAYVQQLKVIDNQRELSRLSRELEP
PI5P4K alpha inh – PI5P4K alpha (human) kinase inhibition | P48426 | PI5P4Kalpha enzyme, ADP-Glo luminescence, 60 min; stronger effect = lower value | max response, % | 330,000 tested, 1.2% active | AID 652105; active = max response of -50% or lower; inconclusive = between -30% and -50%; inactive = -30% or higher; also: value at the top dose of about 77 µM; % is scaled to controls: 0 for no effect and ±100 for the full control effect
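Human PI5P4Kalpha with substrate in 0.038 M HEPES pH 7.4, 0.28 mM EGTA, 0.1% CHAPS, 5% DMSO; reaction started with 5 microM ATP (final), 60 min at room temperature. ADP formed read by ADP-Glo luminescence.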
aSyn rescue – inhibitors of alpha-synuclein toxicity in yeast | AID 652106 | 370,000 tested, 0.14% active | Potency, µM (top dose mostly 46.1 µM), for the others: top-dose growth rescue (activation), usual class: activators | Yeast expressing alpha-synuclein, growth rescue, BacTiter-Glo, 24 h; also: potency is read from the fitted curve at half-maximal effect; % of control where 0% means no effect; nearly all actives have a fitted effect of over 65% in size
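Readout is rescue of growth in alpha-synuclein-expressing yeast, so inhibitors of toxicity appear as activators. Growth after 24 hr at 30 deg C in galactose medium is quantified by luminescence.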
FUS suppressor – FUS proteinopathy suppression in yeast; S. cerevisiae FUS-expressing, growth rescue, OD600, 24 h; Potency, µM (highest dose often 76.6 µM), without a hit: at the top dose growth rescue (activation), hits mostly activators; 390,000 tested, 0.24% active;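 also: potency is read from the fitted curve at half-maximal effect; plate controls were DMSO vehicle for no effect and reference control for full effect; nearly all actives have a fitted effect of over 55% in size; some results filed as inactive show a strong effect at the top dose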
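Yeast expressing FUS under galactose induction, OD 0.005 in 2% galactose medium; compounds in a dilution series, 24 h at 30C. Growth rescue by absorbance at 600 nm; CP55940 positive control, DMSO negative.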
IL2 activator – activators of IL-2; 360,000 tested, 0.065% active; AID 652025; activation, % (series mostly up to about 46 µM); IL-2 activation reporter assay, cell-based qHTS; stimulated with anti-CD3/CD4/CD28 beads; in transgenic mouse T cells; in the data active = activation above about 50%; inconclusive = mostly about 30% to 49%; also: 0% is about no effect
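First, unstimulated transgenic mouse T cells were exposed to compound for 60 min. Next, anti-CD3/anti-CD4-coated beads with anti-CD28 were added. Finally, after 18 h at 37 degrees C, EGFP and DsRed were imaged.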
Abeta rescue – compounds reversing amyloid beta toxicity in yeast; yeast expressing A-beta42, growth rescue, OD600, 48 h; response scale: 0% DMSO, 100% iron-clioquinol control; Potency, µM (doses to about 46.1 µM), for the others: at the highest dose growth rescue, usual class: activators; 410,000 tested, 0.063% active; also: potency is read from the fitted curve at half-maximal effect; nearly all actives have a fitted effect of over 55% in size
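Yeast growth medium received pinned compounds, then yeast cells expressing toxic A-beta were added; plates incubated at 30 C for 48 hr. Growth read as absorbance at 600 nm, normalized to DMSO and equimolar FeCl3 plus clioquinol controls.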
PLK1 PBD inh – inhibitors of human PLK1 polo-box domain binding | Plk1 PBD binding of FITC phosphopeptide, fluorescence polarization | 360,000 tested, 2.8% active | Potency, µM, for inactives: max response, negative = inhibition, most hits filed as inhibitors | P53350; also: potency is read from the fitted curve at half-maximal effect; series mostly up to about 57 µM; % is scaled to controls: 0 for no effect and ±100 for the full control effect; nearly all actives have a fitted effect of over 65% in size
EPAC1 ag – activates human EPAC1 exchange factor | O95398 | EPAC1 agonist qHTS, biochemical assay; response scale: 100% = response to 6.5 mM cAMP | Potency, µM (top dose mostly 154 µM), without a hit: at the highest dose activation, usual class: activators | 360,000 tested, 0.073% active; also: potency is read from the fitted curve at half-maximal effect; nearly all actives have a fitted effect of over 60% in size
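Compounds were pinned as a concentration titration into mixtures of EPAC1 (100 nM), BODIPY-GDP-loaded Rap1B (250 nM) and GDP (50 uM). After 5 min at room temperature, fluorescence was followed for 30 min; activity was scaled to 6.5 mM cAMP.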
WRN helicase inh – WRN helicase (human) inhibition; Q14191; WRN helicase unwinding, fluorescent forked duplex, kinetic; 360,000 tested, 0.46% active; Potency, µM (series often up to 114 µM), for the others: top-dose activity change, negative = inhibition, usual class: inhibitors; AID 651768; also: potency is read from the fitted curve at half-maximal effect; % is scaled to controls: 0 for no effect and ±100 for the full control effect; nearly all actives have a fitted effect of over 55% in size
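WRN at 20 nM final was preincubated with compound for 15 min at room temperature; reaction started with 100 nM forked duplex oligonucleotide carrying fluorophore and quencher plus 2 mM ATP (final). Unwinding followed kinetically by red fluorescence (ex 525/em 598 nm).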
Numbers without * were called inactive; ? = inconclusive; . = no result given; & = joins results of further samples; [ ] = dose if it differs, or a comment. Unless noted, calls follow the shape of the dose curve; as a rule, active = well fitted curve in the direction sought with a large enough effect; inconclusive = small, poorly fitted or top-dose-only effect, or another doubt; inactive = no such curve, though single readings can be large; an effect the other way counts as inactive or inconclusive.

Molecule,aSyn rescue,PI5P4K alpha inh,PLK1 PBD inh,IL2 activator,FUS suppressor,WRN helicase inh,EPAC1 ag,Abeta rescue,EPAC1 antagonist
Cc1ccc(C)c(S(=O)(=O)N2CCN(CC(=O)NC(C)c3ccccc3)CC2)c1 (configuration not stated),6%,-4,-1%,0.8,18%,-3%,1%,5%,-19%
O=S(=O)(NCCc1ccc(F)cc1)c1ccc(F)cc1Br,0%,-4,?,0.8,11%,-1%,-11%,-8%,-14%
O=C(CN1CCN(S(=O)(=O)c2ccccc2)CC1)Nc1ccc([N+](=O)[O-])cc1,6%,1,-1%,0.1,2%,1%,-5%,28%,7%
CCc1ccc(-c2csc(NC(=O)C3=NN(c4ccccc4)C(=O)CC3)n2)cc1,-5%,-3,-12%,-0.8,-3%,-2%,-8%,-12%,-21%
O=C(NS(=O)(=O)Oc1ccc(F)cc1F)OC[C@@H]1CCCN2CCCCC12 (some centres not stated),0%,-2,-13%,-0.3,-1%,-2%,3%,-1%,-1%
CC(C)OCCCNC(=O)c1ccc(CS(=O)(=O)c2cccc(C(F)(F)F)c2)o1,-7%,6,-16%,-3.2,25%,1%,-15%,6%,-11%
O=C(C1=C(O)/C(=C/c2ccc(O)cc2)CCC1)C(F)(F)F,-29%,1,8%,-0.1,-15%,-11%,8%,-93%[inhibitor],0%
CCc1noc(C)c1C(=O)OCC(=O)N(C)c1c(N)n(Cc2ccccc2)c(=O)[nH]c1=O,10%,1,-2%,-0.8,6%,-12%,0%,-10%,-7%
CC1(C)CC(=O)C(C=Nc2ccc(NC3=C(C#N)C(=O)CC(C)(C)C3)cc2)=C(O)C1,6%,0,-11%,1.8,30%,-6%,2%,-7%,15%
O=C(Nc1ccc2ncccc2c1)c1ccccc1Cl,-10%,5,3%,-0.3,-17%,-9%,1%,-10%,-20%
CCOc1ccc(NC(=O)C2C(C(=O)O)C3(Cl)C(Cl)=C(Cl)C2(Cl)C3(Cl)Cl)cc1 (configuration not stated),8%,0,0%,-0.3,18%,1%,0%,31%,-23%
CNC(=O)c1ncoc1-c1ccc(Cl)cc1,-14%,1,-7%,-0.2,-3%,-12%,-6%,-17%,10%
Cc1c(Cl)c([N+](=O)[O-])nn1Cc1ccc(C(=O)NN)o1,-2%,3,1%,-0.9,24%,-3%,-19%,-10%,-18%
COCCNC(=O)c1cc2ncc(Br)cn2n1,7%,.,-3%,-1.0,-7%,1%,5%,10%,4%
O=C(CCNC(=O)C1CCN(S(=O)(=O)c2ccccc2)CC1)Nc1ccccc1,-2%,0,-7%,-3.4,19%,-15%,-1%,-14%,27%
COCCCNC(=O)c1c(N)n(-c2ccc(S(N)(=O)=O)cc2)c2nc3ccccc3nc12,2%,-7,-7%,-2.5,.,-8%,-5%,9%,-8%
COc1ccc(-c2ccnc(SCC(=O)c3ccc(Br)cc3)n2)cc1,0%,1,-8%,1.6,-8%,-31%[57.1 µM],10%,-1%,-5%
COCCn1c(SCC(=O)Nc2cc(C(C)(C)C)nn2-c2ccccc2)nnc1-c1ccncc1,-1%,-3,-11%,-0.6,.,3%,9%,3%,16%
Cc1ccc(-c2noc(-c3ccccc3C(=O)N3CCN(C)CC3)n2)cc1,3%,12,-8%,-0.3,12%,-2%,7%,-5%,5%
CCN(CC)C(=O)c1cnn(-c2ccccc2)c1NC(=O)c1cccc(F)c1,1%,-4,-1%,-0.8,-7%,-5%,3%,28%,-11%
Nc1ccc(C(=O)OCC(=O)N2CCOCC2)cc1[N+](=O)[O-],1%,-2,-11%,-2.6,-7%,3%,6%,6%,8%
CCCCOC(=O)c1ccc(NC(=O)C(=O)CC(=O)c2ccc(OC)cc2)cc1,2%,-4,-6%,-0.1,2%,-6%[57.1 µM],-4%,-7%,?
CCCC(=O)Nc1cc(C(=O)O)ccc1Sc1ccc(C)cc1,17%,6,?,0.0,-16%,7%,-4%,16%,-4%
COc1cc2c(cc1OC)CN(Cc1nc3ccsc3c(=O)[nH]1)CC2,1%,-26,-15%,-1.3,43%,-35%,-1%,1%,0%
COc1ccc(/C=N/N2C(=O)c3ccccc3C2=O)cc1,2%,12,1%,0.0,.,-9%,-3%,3%,7%
CCOc1ccc(C)cc1S(=O)(=O)n1cnc2ccccc21,8%,0,8%,0.3,-9%,-1%,2%,-1%,-3%
CCOc1ccc(NC(=O)Cn2nc(C(N)=O)c3ccccc3c2=O)cc1S(=O)(=O)N1CCCC1,-11%,-10,-1%,-0.2,9%,5%,4%,-19%,1%
O=C(NCCc1ccccc1)C1=COCCO1,-3%,-1,-4%,-2.4,-2%,0%,-3%,-14%,11%
O=C(COc1nncc2ccccc12)Nc1ccc(F)c(F)c1,6%,-2,-10%,-3.9,21%,9%,-10%,-10%,-6%
O=C(COC(=O)c1ccc(S(=O)(=O)N2CCCCC2)cc1)Nc1ccccc1Cl,4%,12,0%,-5.2,-10%,8%,-5%,22%,1%

Profiles from above. Values in the order: aSyn rescue | PI5P4K alpha inh | PLK1 PBD inh | IL2 activator | FUS suppressor | WRN helicase inh | EPAC1 ag | Abeta rescue | EPAC1 antagonist
O=C(C1=C(O)/C(=C/c2ccc(O)cc2)CCC1)C(F)(F)F is entered as -29% | 1 | 8% | -0.1 | -15% | -11% | 8% | -93%[inhibitor] | 0%
Nc1ccc(C(=O)OCC(=O)N2CCOCC2)cc1[N+](=O)[O-] is entered as 1% | -2 | -11% | -2.6 | -7% | 3% | 6% | 6% | 8%

Additional records follow.
Molecule,aSyn rescue,PI5P4K alpha inh,PLK1 PBD inh,IL2 activator,FUS suppressor,WRN helicase inh,EPAC1 ag,Abeta rescue,EPAC1 antagonist
Cc1ccc(C)c(N2CCN(C(=O)CCc3nc(-c4ccccc4Br)no3)CC2)c1,10%,13,-14%,-0.2,29%,1%,-4%,11%,-13%
O=Cc1ccccc1OCCCOc1cccc2cccnc12,-26%,-4,-26%,-0.4,-19%,0%,7%,-33%[inhibitor],-27%
c1ccc2c(c1)nc(CN1CCOCC1)n1c3ccccc3nc21,-12%,0,-3%,0.3,-4%,-13%,0%,9%,-3%
CCC(CC)C1=NN2C(=N)/C(=C\c3cc(C)n(-c4cccc(C)c4)c3C)C(=O)N=C2S1,-2%,19,-16%,-3.6,.,12%,-2%,4%,-3%
CC(=O)c1nn(-c2ccc(Cl)cc2)cc1C(=O)c1ccc(C)cc1,-3%,-12,-8%,-4.5,24%,-3%,1%,-4%,32%[activator]
O=C(Oc1ccccc1-c1csnn1)c1cccs1,-4%,-1,?,-0.1,14%,-4%,12%,19%,1%
CC1=NN(C(N)=S)C(=O)C1N=Nc1ccc(Cl)cc1Cl (configuration not stated),-24%,-5,-29%,0.5,-10%,-12%,8%,-15%,-3%
COc1ccc(/C=N/NC(=O)c2ccccc2F)cc1CN1CCN(c2ccc(F)cc2)CC1,0%,1,-4%,0.5,22%,-2%,-3%,-9%,-4%
COc1cc(NS(C)(=O)=O)cc(OC)c1OC,-11%,-1,-5%,-1.0,-12%,1%,9%,8%,14%
CCN(CC)S(=O)(=O)c1ccc(NC(=O)COC(=O)CNS(=O)(=O)/C=C/c2ccccc2)cc1,-6%,-1,-8%,0.1,.,-27%,-4%,13%,-17%
O=C(NNC(=O)C1CC1)c1ccc(-c2ccccc2)cc1,0%,.,1%,-0.4,-18%,-4%[57.1 µM],3%,1%,2%
Clc1ccccc1-c1nnn(Cc2ccc(-c3nn[nH]n3)cc2)n1,-18%,5,27µM*,-0.8,17%,-22%,-8%,23%,-6%
O=C(Cc1c(F)cccc1Cl)N(Cc1ccccc1)c1ccccn1,16%,0,2%,0.1,-7%,5%,-6%,32%,-6%
COc1ccc2cc(C3=CC(=O)C[C@H](c4ccc5c(c4)OCO5)C3)ccc2c1,6%,17,5%,0.4,32%,15%,4%,7%,10%
Cc1ccc(/C(O)=C2\C(=O)C(=O)N(CCc3c[nH]c4ccccc34)C2c2cccnc2)cc1 (configuration not stated),-2%,4,-6%,-0.5,35µM*,-1%,7%,-9%,-6%
COc1ccc(N(C(=O)c2ccn[nH]2)C(C(=O)NC(C)(C)C)c2ccc(F)cc2)cc1 (configuration not stated),2%,-1,-6%,-2.3,18%,-1%,8%,18%,6%
CN(Cc1ccccc1)C(=O)COC(=O)c1ccccc1SCC(=O)N1CCCC1,0%,8,-1%,-4.0,-1%,-4%,3%,0%,13%
CC(C(=O)c1c[nH]c(C(N)=O)c1)c1ncc(C(F)(F)F)cc1Cl (configuration not stated),-1%,-2,-10%,1.0,-8%,9%[57.1 µM],-9%,-22%,8%
Cc1cccc(OCC(=O)Nc2ccc3c(c2)nc(CN2CCCCC2)n3C)c1,-3%,0,-29%,-0.5,52%&-3%,3%,-3%,-17%&-13%,-9%
Cc1cc(Cl)ccc1NC(=S)N1CCC(C(N)=O)(N2CCCCC2)CC1,2%,1,-9%,-1.6,.,6%,-15%,-2%,5%
C=CCn1c(SCC(=O)NC(=O)NC)nnc1C1CCCCC1,3%,4,0%,2.5,-5%,-1%,-2%,-1%,-18%

Ordered by SMILES length (descending): part of the list above.
Molecule,aSyn rescue,PI5P4K alpha inh,PLK1 PBD inh,IL2 activator,FUS suppressor,WRN helicase inh,EPAC1 ag,Abeta rescue,EPAC1 antagonist
COc1ccc(N(C(=O)c2ccn[nH]2)C(C(=O)NC(C)(C)C)c2ccc(F)cc2)cc1 (configuration not stated),2%,-1,-6%,-2.3,18%,-1%,8%,18%,6%
COc1ccc2cc(C3=CC(=O)C[C@H](c4ccc5c(c4)OCO5)C3)ccc2c1,6%,17,5%,0.4,32%,15%,4%,7%,10%
Cc1cc(Cl)ccc1NC(=S)N1CCC(C(N)=O)(N2CCCCC2)CC1,2%,1,-9%,-1.6,.,6%,-15%,-2%,5%
CC(=O)c1nn(-c2ccc(Cl)cc2)cc1C(=O)c1ccc(C)cc1,-3%,-12,-8%,-4.5,24%,-3%,1%,-4%,32%[activator]
O=C(Cc1c(F)cccc1Cl)N(Cc1ccccc1)c1ccccn1,16%,0,2%,0.1,-7%,5%,-6%,32%,-6%
